Screening results from PubChem BioAssay.
Growth percent in the NCI-60 one-dose screen (48 h, 10 µM unless noted): 100 = growth as untreated, 0 = no growth, -100 = all killed.
COLO 205: COLO 205 colon cancer; hit rate 7.3% among 79,000; AID 1794742
IGROV1: IGROV1 ovarian cancer; hit rate 4.7% among 79,000
NCI-H23: NCI-H23 lung cancer. hit rate 4% among 80,000. AID 1794731
NCI-H460: NCI-H460 lung cancer. hit rate 6.8% among 82,000. AID 1794736
NCI-H522: NCI-H522 lung cancer | hit rate 8% among 78,000 | AID 1794739
NCI-H226: NCI-H226 lung cancer. AID 1794732. hit rate 3.5% among 79,000
NCI-H322M: NCI-H322M lung cancer; hit rate 2.7% among 80,000; AID 1794733
KM12: KM12 colon cancer cells; hit rate 5% among 82,000; AID 1794800
NCI/ADR-RES: NCI/ADR-RES ovarian cells | hit rate 4.4% among 81,000
Starred values were filed as active, the others as inactive; . = no result given; & = joins results of further samples. How the source made its calls: active means growth percent below 10; inactive means the rest.

SMILES	COLO 205	IGROV1	NCI-H23	NCI-H460	NCI-H522	NCI-H226	NCI-H322M	KM12	NCI/ADR-RES
CCCCCCCCOC(=O)c1cc(Cl)c(O)c(OC)c1	112	98	93	104	84	77	94	99	98
C#CCOc1ccc(C2=NN(CCCCCC)C3N=C(Cl)c4ncn(CCCCCC)c4N23)cc1OCC#C (stereo not drawn)	92	90	93	88	72	85	101	87	87
CC(=O)N1N=C(c2cccc(Nc3ccncc3)c2)CC1c1ccc(Cl)cc1 (stereo not drawn)	79	89	94	99	90	85	100	102	83
Cc1nn(-c2ccccc2)c2nc3c(cc12)C(=O)CC3	118	106	100	102	92	87	109	110	107
O=S(=O)(Nc1ccc2[nH]ccc2c1)C(F)(F)F	106	103	104	109	96	104	100	101	103
CCOC(=O)Nc1ccc2c3c(cccc13)-c1ccccc1-2	24	21	43	19	.	63	51	18	8.0*
Cc1c(-c2nc3ccc(F)cc3c(=O)[nH]2)c2ccccc2n1C	31	39	50	16	42	61	79	22	22
CC(C)(C)n1nnnc1C(Nc1cccc(C(F)(F)F)c1)c1cc2cccc3ccc4cccc1c4c32 (stereo not drawn)	88	91	86	80	75	70	97	86	87
c1cc(-c2nnc(Nc3ccc4c(c3)OCCO4)o2)[nH]n1	112	108	102	105	95	.	.	109	106
CC1=C(C#N)C2=NNC(=Nc3ccccc3)NN2C(c2ccccc2)=C1	108	100	99	114	89	102	101	106	107
COc1cc(/C=N/NC(=S)Nc2ccccc2)ccc1O	88	94	96	104	78	100	84	89	101
Nc1ccc(Nc2ccccc2)cc1	110&60	101&83	100&64	94&83	85&72	86&79	121&91	94&80	83&96
N#C/C(=C/c1ccc(Cl)cc1)c1nnc(NC(=O)c2ccc(-n3c(=O)[nH]c4ccccc4c3=O)cc2)s1	68	81	29	10	46	2.1*	59	24	82
CCOC(=O)c1c(Cl)c2c(n1Cc1ccc(C)cc1)-c1oncc1CC2	114	106	99	108	85	101	125	105	95
CC(CC1=N[C@@H]2c3ccccc3C[C@@H]2O1)(C1=N[C@@H]2c3ccccc3C[C@@H]2O1)C1=N[C@H]2c3ccccc3C[C@H]2O1 (stereo partly drawn)	104	89	95	92	80	97	101	95	95
S=C1CCSC(=S)N1CCCN1C(=S)CCSC1=S	64	86	81	98	5.2*	101	113	83	81
Nc1ccc2c(c1)NC(=O)CN2	123	107	95	104	81	106	.	102	101
O=C1CCCc2nc3sc4c(=O)n(-c5ccccc5Cl)nnc4c3cc21	105	100	101	100	74	89	101	107	103
NC(=O)N1CCN(C(N)=O)CC1	106	110	106	113	106	99	98	103	109
CCSC1=NC2C(N(CC)C(=O)N2CC)N1/N=C/C=C/c1ccccc1[N+](=O)[O-] (stereo not drawn)	3.8*	15	22	1.3*	-1.3*	47	31	10	4.7*
COc1ccccc1-c1ccc2nc(NC(=O)Nc3ccc(CN4CCOCC4)c(C(F)(F)F)c3)sc2c1	79	72	37	37	31	48	75	47	46
CC(O)c1cccc(/C(N)=N/C(N)=N/c2nc3ccccc3s2)c1 (stereo not drawn)	109	93	92	85	97	86	97	83	96
CNc1ccc([N+](=O)[O-])cc1	113	104	107	110	99	98	98	108	109
COc1cc(Cl)ccc1C	94	72	90	34	57	98	86	93	97

13 neighbouring records out of the list so far:
SMILES	COLO 205	IGROV1	NCI-H23	NCI-H460	NCI-H522	NCI-H226	NCI-H322M	KM12	NCI/ADR-RES
Nc1ccc(Nc2ccccc2)cc1	110&60	101&83	100&64	94&83	85&72	86&79	121&91	94&80	83&96
N#C/C(=C/c1ccc(Cl)cc1)c1nnc(NC(=O)c2ccc(-n3c(=O)[nH]c4ccccc4c3=O)cc2)s1	68	81	29	10	46	2.1*	59	24	82
CCOC(=O)c1c(Cl)c2c(n1Cc1ccc(C)cc1)-c1oncc1CC2	114	106	99	108	85	101	125	105	95
CC(CC1=N[C@@H]2c3ccccc3C[C@@H]2O1)(C1=N[C@@H]2c3ccccc3C[C@@H]2O1)C1=N[C@H]2c3ccccc3C[C@H]2O1 (stereo partly drawn)	104	89	95	92	80	97	101	95	95
S=C1CCSC(=S)N1CCCN1C(=S)CCSC1=S	64	86	81	98	5.2*	101	113	83	81
Nc1ccc2c(c1)NC(=O)CN2	123	107	95	104	81	106	.	102	101
O=C1CCCc2nc3sc4c(=O)n(-c5ccccc5Cl)nnc4c3cc21	105	100	101	100	74	89	101	107	103
NC(=O)N1CCN(C(N)=O)CC1	106	110	106	113	106	99	98	103	109
CCSC1=NC2C(N(CC)C(=O)N2CC)N1/N=C/C=C/c1ccccc1[N+](=O)[O-] (stereo not drawn)	3.8*	15	22	1.3*	-1.3*	47	31	10	4.7*
COc1ccccc1-c1ccc2nc(NC(=O)Nc3ccc(CN4CCOCC4)c(C(F)(F)F)c3)sc2c1	79	72	37	37	31	48	75	47	46
CC(O)c1cccc(/C(N)=N/C(N)=N/c2nc3ccccc3s2)c1 (stereo not drawn)	109	93	92	85	97	86	97	83	96
CNc1ccc([N+](=O)[O-])cc1	113	104	107	110	99	98	98	108	109
COc1cc(Cl)ccc1C	94	72	90	34	57	98	86	93	97

Carrying on:
SMILES	COLO 205	IGROV1	NCI-H23	NCI-H460	NCI-H522	NCI-H226	NCI-H322M	KM12	NCI/ADR-RES
COc1cccc(C(=O)N(c2ccc(F)cc2C(F)(F)F)C(C(=O)NC(C)(C)C)c2cc3c(C)cc(C)cc3nc2Cl)c1 (stereo not drawn)	96	88	103	101	75	90	91	103	93
CCOC(=O)CCN1CCN(c2ccccc2C)CC1	119	114	98	108	99	103	110	103	97
COc1ccc(NC(=O)C2c3ccccc3C(=O)N(CC(C)C)C2c2cccs2)cc1 (stereo not drawn)	105	117	95	94	92	93	110	97	.
CC(C)Sc1nnc(-c2ccc(NC(=O)c3cccnc3)cc2)o1	95	86	93	112	36	94	99	97	97
CC(=O)Nc1ccccc1OC(C)=O	131	119	113	107	95	90	112	115	125
O=[N+]([O-])c1ccc(N/N=C(/C(=N/Nc2ccc([N+](=O)[O-])cc2)c2ccccc2)c2ccccc2)cc1	87	76	83	46	51	98	81	106	64
Cc1cccc(C(N)=S)n1	109	100	98	108	94	90	95	104	102
Clc1ccc(-c2cnc3nonc3n2)cc1	89	111	90	100	78	105	110	84	99
Cc1cc2c(O)c(-c3cccc(Cl)c3)c3sc(=O)oc3c2cc1C	115	41	12	25	13	43	60	64	56
O=C(c1ccc(Cl)cc1)C(Br)C(C[N+](=O)[O-])c1ccccc1 (stereo not drawn)	115	107	86	109	100	100	109	108	99
CCN(CC)CCCC(C)Nc1c2ccc(Cl)cc2nc2ccc(OC)cc12 (stereo not drawn)	-72*	.	45	2.5*	21	37	.	22	32
CC(=O)/C(=C\N1CCNC1=S)C(=O)Nc1ccccc1	89	81	90	101	90	76	107	100	105
CCN1CCCC(OC(=O)C(c2ccccc2)C2CCCCC2)C1 (stereo not drawn)	87	111	98	101	83	108	117	.	90
Clc1ccc(/C=N/Nc2nc3ccccc3s2)cc1	102	81	89	85	92	100	94	99	94
COc1ccc(C(=O)C2C3(C#N)C(=O)NC(=O)C23C#N)cc1OC (stereo not drawn)	125	114	103	116	106	92	105	105	102
O=[N+]([O-])c1ccc(/C=C\c2ccc([N+](=O)[O-])cc2)cc1	107	112	98	104	81	102	93	96	102
CCCCOC(=O)c1ccc(Cl)cc1	108	108	103	106	103	98	108	111	99
CCCC(C)(O)c1ccccc1 (stereo not drawn)	112	.	91	107	97	104	108	102	98
CCOC(=O)c1c(C)nc2c(c1N)/C(=C/c1ccccn1)C(=O)N2Cc1ccccc1	-43*	-11*	24	4.8*	0.2*	44	63	12	-3.2*
Cc1ccc(S(=O)(=O)NCCNc2cc(-c3cn(C(C)(C)C)nc3-c3ccccc3)ccn2)cc1	99	102	89	104	90	95	105	100	106
CCCn1cnc2c(c1=N)C(c1ccc(Cl)cc1)c1sc3c(C)cccc3c1O2 (stereo not drawn)	1.5*	24	20	9.4*	-5.6*	62	44	11	7.2*
O=C(O)CCc1cccc2c1OCO2	100	105	97	104	69	103	104	105	103
CN(C)CCNC(=O)c1ccc(-c2nc3ccc4[nH]ncc4c3c3c2CCC3)cc1	-12*	1.1*	-15*	1.7*	-41*	11	6.3*	4.1*	81
COC(=O)c1ccccc1C(=O)O	112	105	100	104	108	99	113	103	104
C[C@]1(Cn2ccnn2)C(C(=O)O)N2C(=O)CC2S1(=O)=O (stereo partly drawn)	112	118	102	108	.	110	.	104	109
CC1CCc2c(sc3nc(SCC(=O)NN)n(-c4ccccc4)c(=O)c23)C1 (stereo not drawn)	98	93	93	103	93	94	98	97	98
CN(C)c1ccc(NC(=O)[C@@H]2CCC(=O)N2)cc1	107	106	94	107	60	.	104	96	96
CCc1cccc(C)c1NC(=O)CCC(=O)OC	117	104	106	107	107	104	96	100	105
O=C1C=CC2(O)OC/C(=C\c3ccccc3)C(O)=C2C1=O (stereo not drawn)	36	-13*	36	29	-73*	81	72	-17*	17
CCN1CC2=C(Nc3nc(SC)[nH]c(=O)c3C2c2ccc(Cl)cc2)/C(=C/c2ccc(Cl)cc2)C1 (stereo not drawn)	92	70	87	87	72	88	87	82	76
Cc1ccc(NC(=O)Cn2cc(CSc3nnc4oc5ccccc5n34)nn2)cc1C	121	105	91	113	86	91	100	104	88
CCCC/C=N/NC(=S)NCc1ccccc1	100	110	103	101	95	99	105	104	104
CCCCOC(=O)c1ccccc1C(=O)c1ccccc1	.	73	90	115	92	98	106	106	97
Brc1ccc(N/N=C/c2c[nH]c3ccc(Br)cc23)nc1	-89*	-26*	-58*	-75*	-56*	3.1*	18	-57*	-24*
CC(=O)Oc1ccc(OC(C)=O)c(OC(C)=O)c1	119	112	102	99	.	112	119	107	106
Cc1ccc(C2(c3ccc(C)cc3)OC(=O)c3cc([N+](=O)[O-])c([N+](=O)[O-])cc32)cc1	104	45	109	99	64	108	93	109	86
COc1cccc(-c2oc3ccccc3c(=O)c2O)c1	102	95	85	58	78	85	.	85	71
CCOC(=O)C(Nc1ccc(F)cc1)c1cc(C(C)C)c(N)c(C(C)C)c1 (stereo not drawn)	113	110	102	102	74	102	90	100	102
CCN(c1ccc2c(c1)C(C)(C)CCC2(C)C)c1ccc(C(=O)O)cn1	114	106	92	103	69	86	102	100	101
CCOC(=O)CNc1ncnc2onc(-c3ccccc3)c12	102	113	95	104	87	103	111	101	95
COc1ccc(COC=O)cc1	108	107	97	104	96	100	99	103	102
O=C(NC1CCCCCCC1)c1ccc(S(=O)(=O)N2CCCCC2)cc1	103	89	92	71	71	74	89	105	82
CC1(C)C2CCC1(CS(=O)(=O)O)C(=O)/C2=C\c1ccc(/C=C2\C(=O)C3(CS(=O)(=O)O)CCC2C3(C)C)cc1	104	107	101	114	100	96	102	106	102
Cc1ccc([C@@H]2C[C@@H]3Cc4cc(OC(F)(F)F)ccc4N2O3)s1	112	99	94	111	92	.	101	102	101
Nc1ccc(Nc2nccc(-c3ccc4ccccc4c3)n2)cc1	49	38	41	18	28	64	64	27	18
O=C(Cn1cccc(Nc2ccccc2)c1=O)Nc1ccccc1	107	119	113	106	110	103	114	110	.
CCN(CC)c1ccc(C#N)cc1	107	104	93	111	75	91	97	104	102
CCC(SCC(N)=O)(C(N)=O)c1ccccc1 (stereo not drawn)	.	99	99	104	82	112	97	99	95
COc1ccc(/C=C/C=C\C(=O)c2ccc(-n3ccnc3C)cc2)cc1	105	101	81	94	53	80	93	94	82
COc1ccc(/C=N/N=C(\C)c2ccc3c(c2)Nc2ccccc2S3)cc1O	100	70	36	41	48	49	71	39	35
Cc1ccc2nc(Nc3ncnc4c3cnn4-c3ccccc3)sc2c1	110	100	106	98	.	101	46	99	106
COC(=O)/C=C/c1ccccc1OC(C)=O	111	107	104	108	105	97	119	107	110
COc1c2c(c(Br)c3c1C(CCc1ccccc1)N(C)CC3)OCO2 (stereo not drawn)	30	20	16	23	57	52	39	11	40
COc1cc2c(-c3cc4c(cc3CNCCc3ccc5c(c3)OCO5)OCO4)cccc2c(OC)c1O	117	62	81	91	79	92	85	97	75
C=C(C)C(CCCCC)(C(=O)OCC)C(=O)OCC	105	104	103	100	94	107	113	115	109
O=[N+]([O-])c1ccc(N/N=C/c2c(O)ccc3ccccc23)nc1	73	18	61	24	18	89	20	44	27
C=C(C)[C@@H]1CC[C@]2(C(N)=O)CC[C@]3(C)[C@H](CC[C@@H]4[C@@]5(C)CCC(=O)C(C)(C)[C@@H]5CC[C@]43C)[C@@H]12	79	103	75	60	59	79	88	69	71
COCCCNC(=O)NS(=O)(=O)c1ccc(C)cc1	112	115	119	100	109	97	107	115	122
O=C1c2cc3c(cc2-c2c1c1ccc(Cl)cc1c(=O)n2C[C@H](O)[C@@H](O)[C@H](O)CO)OCO3	-17*	10.0*	-18*	0.5*	-60*	-50*	13	7.1*	7.0*
CCCN1C[C@H](CSC)C[C@@H]2c3cccc4[nH]cc(c34)C[C@H]21	93	95	92	112	93	102	86	102	92

Other entries
SMILES	COLO 205	IGROV1	NCI-H23	NCI-H460	NCI-H522	NCI-H226	NCI-H322M	KM12	NCI/ADR-RES
CCOc1cccc(OCC)c1	104	114	99	104	97	99	93	94	109
CN(C)c1oc(C(=O)NCc2ccccc2)nc1C#N	111	109	103	108	88	106	104	109	105
O=C(CBr)OC1CCCCC1C1CCCCC1 (stereo not drawn)	119	107	94	102	118	85	104	105	99
COc1cc2c(c(OC3OC(CO)C(O)C(O)C3O)c1)C(=O)CC(c1ccc(O)cc1)O2 (stereo not drawn)	103	95	103	104	80	92	89	102	107
